Screening data (PubChem)
Rad51 HR inh: human RAD51 strand exchange inhibitors, primary screen, biochemical, fluorescence; DNA repair protein RAD51 homolog 1 (Homo sapiens), Q06609; hRad51 DNA strand exchange, fluorescence dequenching; inhibition, % at 10 µM; actives 0.085% (n = 200,000); AID 1385, 2008;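 active = inhibition above 40% at the single screening dose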;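 note: 0% = DMSO control wells and 100% = blanks with heterologous ssDNA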
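System: hRad51 filaments on single-stranded DNA; reagent: Fluorescein- and BHQ1-tagged 47-mer duplex; compound dosing: one concentration, 10 µM final; timing: filaments 15 min 37 °C, then compound 30 min; measured by: fluorescein emission 520 nm, excitation 485 nm; benchmarks: per-plate controls and blanks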
eIF4E-4G inh: eIF4E–eIF4G protein interaction inhibitors, primary screen, biochemical, uHTS, TR-FRET, eIF4GI fragment; Eukaryotic translation initiation factor 4E (Mus musculus) + Eukaryotic translation …; TR-FRET eIF4E-eIF4GI(517-606) binding, 2 h; inhibition, % at 21.7 µM; actives 0.37% (n = 220,000); AID 782, 2007;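 active = inhibition above about 30%, limit read from the data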;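 note: 0% = full FRET control wells and 100% = background wells lacking eIF4GI fragment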
KLK5 inh: human KLK5 protease inhibitors, primary screen, biochemical, 1536-well; inhibition, % at 5 µM; AID 873, 2007; recombinant hK5, fluorogenic AMC substrate cleavage; Kallikrein-5 (Homo sapiens), Q9Y337; actives 0.59% (n = 210,000);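 active = inhibition of 40% or more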;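 note: 0% = enzyme controls without compound and 100% = no-enzyme blanks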
Target sequence (Q9Y337 67-293 limits assumed): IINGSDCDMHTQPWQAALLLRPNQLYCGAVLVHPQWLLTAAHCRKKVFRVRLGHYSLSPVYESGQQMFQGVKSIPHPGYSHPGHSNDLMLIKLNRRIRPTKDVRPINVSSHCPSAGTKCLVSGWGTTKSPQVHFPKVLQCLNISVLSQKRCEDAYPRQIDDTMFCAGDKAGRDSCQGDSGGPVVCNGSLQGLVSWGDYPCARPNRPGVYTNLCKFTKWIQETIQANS
FXIa inh 1536: human FXIa protease inhibitors, primary screen, biochemical, 1536-well; actives 0.14% (n = 220,000); purified FXIa, Boc-Glu-Ala-Arg-AMC fluorogenic substrate; Coagulation factor XI (Homo sapiens), P03951; inhibition, % at 5 µM;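 active = inhibition of at least 40%; inactive = inhibition below 40%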;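 note: fluorescence of freed AMC excited at 355 nm; 0% = enzyme without compound and 100% = no enzyme blank; many of its hits are not listed in these tables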
Target sequence (P03951 19-387 limits assumed): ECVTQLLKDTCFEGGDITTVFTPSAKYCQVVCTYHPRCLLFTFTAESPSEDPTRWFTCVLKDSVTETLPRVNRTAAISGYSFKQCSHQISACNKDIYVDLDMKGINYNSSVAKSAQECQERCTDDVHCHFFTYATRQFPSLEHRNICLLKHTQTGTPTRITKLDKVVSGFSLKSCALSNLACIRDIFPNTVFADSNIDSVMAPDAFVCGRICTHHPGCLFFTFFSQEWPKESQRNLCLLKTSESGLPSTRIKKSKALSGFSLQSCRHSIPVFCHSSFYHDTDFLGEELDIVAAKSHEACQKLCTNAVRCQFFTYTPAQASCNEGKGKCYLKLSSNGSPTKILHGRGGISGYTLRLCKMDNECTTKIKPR
Target sequence (P03951 388-625 limits assumed): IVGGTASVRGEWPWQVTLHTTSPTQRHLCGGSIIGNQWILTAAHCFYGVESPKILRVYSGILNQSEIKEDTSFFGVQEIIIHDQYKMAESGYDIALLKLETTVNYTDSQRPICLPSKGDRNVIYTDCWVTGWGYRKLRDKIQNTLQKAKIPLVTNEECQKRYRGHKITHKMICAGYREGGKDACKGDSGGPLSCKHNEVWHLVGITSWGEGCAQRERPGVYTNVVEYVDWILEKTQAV
14-3-3 Bad PPI: inhibitors of 14-3-3 zeta/Bad binding, primary screen, biochemical, TR-FRET, bovine 14-3-3 zeta. inhibition, % at 21.7 µM. TR-FRET 14-3-3zeta/Dy647-pBad peptide displacement, 1 h. 14-3-3 protein zeta/delta (Bos taurus), P63103. AID 781, 2007. actives 0.71% (n = 220,000);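 active = inhibition above about 70%, limit read from the data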;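 note: 0% = full 14-3-3 plus peptide FRET controls and 100% = background without 14-3-3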
Wee1 stabilizer: Wee1 degradation inhibitors, primary screen, cell-based, HeLa, Wee1K328M-luciferase, luminescence; HeLa Luc-Wee1K328M stability; 100% = proteasome inhibitor MG132 effect; reporter increase, % at 5 µM; actives 1.2% (n = 220,000); AID 1321, 2008;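 active = activation above the mean of all tested compounds plus 3 SD, set per screening run, cut at about 8.8% in these data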;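 note: cells exposed to compound for 20 h before luminescence read; 0% = DMSO alone and 100% = MG132 at 30 µM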
p97 ATPase inh: inhibitors of human p97 ATPase, primary screen, biochemical; Transitional endoplasmic reticulum ATPase (Homo sapiens), P55072; recombinant p97 ATPase, Kinase-Glo ATP luminescence, 3 h; inhibition, % at 8 µM; actives 0.42% (n = 220,000); in the data active = inhibition above about 15%;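 note: 0% = DMSO vehicle and 100% = wells lacking enzyme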
FXIIa inh 1536: human FXIIa protease inhibitors, primary screen, biochemical, 1536-well | Coagulation factor XII (Homo sapiens), P00748 | purified FXIIa, Boc-QGR-AMC fluorogenic substrate, 2 h | inhibition, % at 5 µM | actives 0.3% (n = 220,000) | AID 800, 2007; in the data active = inhibition above about 40%;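 note: 0% = enzyme with no compound and 100% = blank without enzyme; many of its hits are not listed in these tables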
MDM2 E3 inh: MDM2-luciferase reporter signal enhancers, primary screen, MDM2 E3 ligase inhibitor project, cell-based, luminescence, 1536-well. actives 0.11% (n = 210,000). cell-based MDM2 ubiquitination luciferase reporter, 2 h; 0 = plate control, 100 = twice control, blank-subtracted. signal enhancement, % at 5 µM;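 active = signal enhancement of 30% or more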;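 note: luminescence tracks abundance of the self-degrading MDM2-luciferase fusion protein; higher signal means inhibition of MDM2 E3 ligase activity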
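System: stable MDM2–luciferase fusion reporter cells / Input: 2000 cells seeded into each well / Schedule: 4 h settle plus 2 h compound, 37 °C / Compound: single-point 5 µM / Buffer or medium: cells held in DMEM / Benchmarks: control and blank well means / Evaluation: percent signal gain over controls, blank-subtracted / Measured by: luciferase luminescence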
Active calls of the source: *; x = not tested or not shown; & = joins results of further samples; [ ] = remark or other dose.

compound,Rad51 HR inh,eIF4E-4G inh,KLK5 inh,FXIa inh 1536,14-3-3 Bad PPI,Wee1 stabilizer,p97 ATPase inh,FXIIa inh 1536,MDM2 E3 inh
O=C(COC(=O)CCSc1ccccc1)Nc1ccc(F)cc1Cl,3,0[fluorescence artefact?],-19,0,7,1,-2,1,-4
COc1cccc(NC(=O)c2cccc(C)c2[N+](=O)[O-])c1,-23,0,0,-3,-3,14*,0,7,-4
COc1ccc(NC(=O)c2ccc(-c3ccccc3)cc2)cc1S(=O)(=O)N1CCOCC1,0,3,0,-3,-19,-5,1,7,-9
O=C(CN1CCC(n2nnc3ccccc32)CC1)NCc1cccs1,4,-1,6,-3,0,2,2,5,-6
CCN(c1ccc(OC)cc1)c1ncnc2nc[nH]c12,0,0[fluorescence artefact?],-5,7,9,1,1,19,-15
CCOC(=O)C1=C(C)N=c2s/c(=C/c3ccccc3)c(=O)n2C1c1ccc(OC)c(OC)c1 (stereo not drawn),x,-2[fluorescence artefact?],-33,-8,1,-3,-3,1,-1
COc1ccc(NC(=O)Cc2c(C)n(C(=O)c3ccc(Cl)cc3)c3ccc(OC)cc23)cc1,-1,0,-10,-6,-1,5,0,3,-7
Cc1cc(C)c(-c2csc(NC(=O)COC(=O)c3ccc4c(c3)OCO4)n2)c(C)c1,-4,-6,-10,0,-10,-1,-2,5,-6
COc1ccc(S(=O)(=O)NCCOc2ccccc2)cc1OC,-8,-1,-5,15,1,-1,-4,9,-13
COc1cccc(NC(=O)C2CCC(CNS(=O)(=O)c3cccs3)CC2)c1 (stereo not drawn),-4,-2,-17,-6,-7,-2,1,1,-11
Cc1ccc(NC(=O)CN2CCCCCC2)cc1Br,4,0,-2,-4,26,5,1,2,-22
Fc1cccc2sc(N3CCOCC3)nc12,-3,4,-2,1,-7,1,5,13,0
CC(C)OCC1Cn2c(nc3c2c(=O)n(C)c(=O)n3C)O1 (stereo not drawn),6,0,0,-4,-10,-1,3,6,-3
Cc1ccc2nc(SCC(=O)Nc3ccccc3N3CCOCC3)c(C#N)cc2c1,x,0[fluorescence artefact?],-10,6,16[fluorescence artefact?],-2,3,11,x
C#CCOc1c(Cl)cc(/C=N/O)cc1OC,-26,0,-5,2,1,0,7,9,-11
COCCNC(=O)c1ccccc1NC(=O)c1ccc(OC)c(OC)c1,-3,1,4,2,-7[fluorescence artefact?],0,3,3,-15
COc1c(F)c(F)c(C(=O)Nc2c(C)cc(Br)cc2C)c(F)c1F,4,0,-11,-6,-8,-1,1,4,-1
O=C(NC(=S)Nc1cc(C(F)(F)F)ccc1N1CCOCC1)c1ccc(-c2cccc(Cl)c2)o1,3,-4,11,-4,-14[fluorescence artefact?],2,-2,4,-7
CCC1(C)Cc2nc(Cl)c(C#N)cc2CO1 (stereo not drawn),22,-6,2,0,3,-1,9,7,-2
NS(=O)(=O)c1ccc(NNC(=O)c2cccs2)cc1,17,-1,2,3,0,-3,1,4,-7
CC(C)CCNC(=O)CN(C)S(=O)(=O)c1cccc2nsnc12,-37,1,-7,-1,-7[fluorescence artefact?],1,-8,9,-21
CCOc1cc(S(=O)(=O)NCc2ccccn2)c(C)cc1C,x,5,-8,5,16,2,-2,19,-2
Cc1ccc(C(=O)Nc2nnc(C)s2)cc1,16,0,-1,-3,-23,6,2,6,-37
Cc1ccc(NC(=O)C(NC2CCCc3ccccc32)c2ccccc2)cc1Cl (stereo not drawn),-3,-3,-19,-3,-6,2,-2,3,-3
N#CCCN1CCN(S(=O)(=O)c2ccc(S(=O)(=O)NCC3CCCO3)cc2)CC1 (stereo not drawn),-2,-1[fluorescence artefact?],0,1,3[fluorescence artefact?],-1,-2,14,-8
CCOP(=O)(OCC)C(NC(=O)Nc1ccc(Cl)cc1)c1ccccc1 (stereo not drawn),0,2[fluorescence artefact?],-9,3,6,0,2,12,-9
CC1CCCC(NC(=O)c2cccc(N3CCCC3=O)c2)C1C (stereo not drawn),-3,0,2,3,3,-3,-5,0,-13
Cc1ccc(S(=O)(=O)Nc2cccc(N(C)S(C)(=O)=O)c2)cc1[N+](=O)[O-],x,3,x,-3,4,2,5,0,x
S=c1nc(-c2ccccc2)[nH]c2ccccc12,4,0,-4,-1,-10,7,4,3,-3
CN(Cc1ccon1)C(=O)CCc1nnc(Cc2ccc(-c3ccccc3)cc2)o1,1,0,1,1,-1,1,-4,9,-1
Cn1c(=O)c2[nH]c(N3CCN(c4ccccn4)CC3)nc2n(C)c1=O,-2,1,3,-1,-8,0,5,8,-5
COc1cccc(OC)c1OCCCOc1cccc2cccnc12,-1,1,-2,-3,-1,1,-1,7,1
Cc1[nH]c2ccccc2c1C(=O)CSc1ncn[nH]1,-1,2,-7,-5,-3,0,8,2,x
CCc1cc(C(=O)Nc2ccc(C)cc2Br)cs1,-2,0,-1,7,8,2,-2,18,-7
O=c1onc(-c2cccnc2)n1-c1ccccc1F,26,0,-4,-2,-1,1,-3,4,2
COc1cc(C(N)=O)cc(Cl)c1OC,x,1,34,20,-2,-2,-1,47*,-14
COC(=O)c1sccc1NC(=O)COc1ccc(Cl)cc1,-1,3,-4,-3,1,0,-3,6,-18
CN(C)S(=O)(=O)N1CCC(Cc2ccccc2)CC1,-5,-1[fluorescence artefact?],-23,-3,7[fluorescence artefact?],2,-1,4,4
Cc1c(C(=O)NCc2ccc3c(c2)OCO3)oc2ccc(S(=O)(=O)N3CCCCC3)cc12,-9,-5,3,-3,6,0,6,9,-22
C/C(=N\NC(=S)Nc1cc(S(=O)(=O)N2CCOCC2)ccc1Cl)c1ccccc1F,-10,9,-53,1,-23,-2,-1,15,-1
COc1ccc(/C=N/Nc2ccc(C(=O)O)cc2)cc1Br,17,-1,4,0,-14,-1,4,7,-68
O=[N+]([O-])c1ccc(N2CCCCC2)c(-c2nn[nH]n2)c1,4,-1,2,2,-8,2,4,5,-4
CCC(=O)OCCn1c(=O)c2ccccc2c2ccccc2c1=O,x,1,13,1,-8,1,4,9,-4
Cc1onc(-c2ccccc2)c1NC(=O)N(CCC#N)Cc1cccs1,-10,-5,2,1,3,1,4,9,-12
Cc1sc(NC(=O)Cn2cnnn2)nc1-c1ccc(Cl)cc1,1,-3,27,12,12,0,-3,9,-23
O=C(Nc1ccc2c3c(cccc13)CC2)c1ccco1,0,-6,4,6,-3,2,-4,15,-17
CCCCNC(=S)N(C)/N=C/c1ccc(OCC(=O)Nc2ccc(OC)cc2)c(OC)c1,x,0,-18,7,-2,-1,2,12,x
CC(=O)c1c(C)[nH]c(C(=O)N2CCN(c3ccc(F)cc3)CC2)c1C,6,0[fluorescence artefact?],-2,-2,9[fluorescence artefact?],3,1,9,-10

Look-ups from the list:
`O=[N+]([O-])c1ccc(N2CCCCC2)c(-c2nn[nH]n2)c1` in KLK5 inh is entered as 2
`CCC(=O)OCCn1c(=O)c2ccccc2c2ccccc2c1=O` in 14-3-3 Bad PPI is entered as -8

Next part:
compound,Rad51 HR inh,eIF4E-4G inh,KLK5 inh,FXIa inh 1536,14-3-3 Bad PPI,Wee1 stabilizer,p97 ATPase inh,FXIIa inh 1536,MDM2 E3 inh
CN(C)S(=O)(=O)c1ccc(N2CCOCC2)nc1,4,-3,-2,-2,1,-1,3,9,-26
Cc1ccccc1-n1nc(C(=O)c2cccs2)cc(-c2nc3ccccc3[nH]2)c1=N,-3,0,-77,-1,6[fluorescence artefact?],-2,5,0,-6
Cc1ccc2c(COC(=O)C34CC5CC(CC(C5)C3)C4)cc(=O)oc2c1,4,14,-9,2,-19,1,3,10,11
CN(C)CCCN1c2ccccc2Sc2ccc(Cl)cc21,-10&-2,3&6,-13&-12,6&1,0&-2,0&-1,8&-2,8&5,-14
CCc1nc2ccccc2n1Cc1ccccc1OC,1,17,0,1,19,1,-1,9,-9
COc1ccc(O)c(CNn2c(-c3ccc(Br)cc3)nc3ccccc3c2=O)c1,10,2,4,-1,5,4,-3,8,-27
CCn1nnnc1SCC(=O)N1CCc2ccccc21,1,2,-4,8,12[fluorescence artefact?],1,2,14,0
O=C(Nc1ccccc1N1CCCCC1)c1cnccn1,0,2,1,-1,-18,2,2,4,-5
Cc1[nH]nc2c1C(c1cccs1)C1=C(CCCC1=O)N2 (stereo not drawn),5,-1,x,-1,-9,1,1,x,-5
CC(=O)Oc1ccc2c(=O)c(N3C(=O)c4ccccc4C3=O)c(C)oc2c1,1,10[fluorescence artefact?],-19,5,-1[fluorescence artefact?],-2,3,9,0
COc1ccc(Br)cc1/C=C/C(=O)Nc1ccc(C)cc1,-5,2,-5,3,-1,8,3,10,-9
